ARNT-TACC3 inh: disrupts binding between human ARNT and TACC3; hit rate 0.66% among 390,000; Q9Y6A5; AID 623870; inhibition, % at 9.99 µM; AlphaScreen His-ARNT PAS-B/GST-TACC3 binding, luminescence; TACC3 fragment carries E629A point mutation;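 active means mean inhibition of replicates at least 50% and at least half of replicates each reaching 50%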;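 further: 0% = complete ARNT plus TACC3 wells and 100% = ARNT alone without TACC3; many hits fall short of the cut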
ERp5 inh: blocks human ERp5 reductase activity on insulin. inhibition, % at 9.99 µM. ERp5 insulin aggregation, absorbance 650 nm, 90 min. hit rate 0.05% among 350,000;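 active means mean replicate inhibition above about 25%, with every replicate also reaching it, limit read from the data, passing the limit was not always enough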
Target sequence (Q15084 whole entry, looked up): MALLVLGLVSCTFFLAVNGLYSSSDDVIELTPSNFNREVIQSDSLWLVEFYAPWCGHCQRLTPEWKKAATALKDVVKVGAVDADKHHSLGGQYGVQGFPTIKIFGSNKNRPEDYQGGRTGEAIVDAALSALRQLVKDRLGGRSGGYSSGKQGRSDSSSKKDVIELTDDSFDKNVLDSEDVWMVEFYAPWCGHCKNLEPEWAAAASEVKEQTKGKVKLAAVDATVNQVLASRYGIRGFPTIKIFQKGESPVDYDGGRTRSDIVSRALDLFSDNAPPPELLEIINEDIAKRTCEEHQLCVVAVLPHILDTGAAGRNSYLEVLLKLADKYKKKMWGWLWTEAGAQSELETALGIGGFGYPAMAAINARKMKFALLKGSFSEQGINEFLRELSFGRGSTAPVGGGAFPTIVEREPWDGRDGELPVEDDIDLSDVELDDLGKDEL
miR-122 sensor: inhibitors of miR-122 in Huh7 cells; Huh7 miR-122 Renilla luciferase sensor, 48 h; neutral wells = 0, positive control = 100; activation (reporter increase), % at 12.5 µM; hit rate 0.3% among 340,000; AID 602342;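 active means mean replicate activation score at least 90 and every replicate individually at or above 90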;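 further: higher luciferase means less miR-122 activity so hits act as miR-122 inhibitors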
Cneo AK release: causes C. neoformans cell lysis. adenylate kinase release luminescence, 4 h; normalised: neutral wells 0, clomiphene wells 100. lysis activity, % at 15 µM. hit rate 0.2% among 360,000. AID 651654;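 active means mean lysis activity across replicates of at least 80%, whatever share of replicates individually reach that level; inactive means mean lysis activity below 80%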
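Assay system: log-phase C. neoformans yeast / Quantity: yeast cell density of 5 × 10^6 cells/mL / Medium: fresh YPD growth medium / Compound: single dose / Timing: static 4 h at 37 °C with compound, 1 h detection / Measured by: adenylate kinase release luminescence / Read-out: lysis from increased AK signal / Benchmarks: Clomiphene as positive lysis control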
SIRT5 inh: blocks human SIRT5 desuccinylation of peptide; AID 652115; hit rate 1.1% among 330,000; Purified SirT5, succinyl-peptide AMC, trypsin-coupled fluorescence; inhibition, % at 15 µM; in the data active means inhibition above about 15%
Target sequence (Q9NXA8 whole entry, looked up): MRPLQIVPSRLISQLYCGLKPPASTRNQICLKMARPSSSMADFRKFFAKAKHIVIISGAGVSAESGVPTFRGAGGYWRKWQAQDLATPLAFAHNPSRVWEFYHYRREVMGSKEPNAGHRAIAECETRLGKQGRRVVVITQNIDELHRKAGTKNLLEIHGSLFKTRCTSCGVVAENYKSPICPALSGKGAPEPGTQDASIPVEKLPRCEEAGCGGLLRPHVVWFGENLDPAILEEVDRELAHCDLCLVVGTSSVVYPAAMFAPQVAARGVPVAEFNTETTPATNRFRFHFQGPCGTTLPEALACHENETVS
Statin myotox sup: suppressors of simvastatin-induced myotoxicity in C2C12 myotubes | ATP luminescence, 48 h; scaled: DMSO 0, geranylgeraniol control 100 | rescue of ATP level, % at 7.49 µM | AID 602340 | hit rate 0.78% among 330,000;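 active means mean ATP rescue above about 67%, or every replicate alone reaching that limit, limit read from the data, passing the limit was not always enough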;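 further: myotubes were challenged with 10 µM simvastatin during compound exposure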
esBAF inh: blocks esBAF chromatin remodeling in mouse ES cells | AID 602393 | reporter increase, % at 12.5 µM | hit rate 2% among 350,000 | Bmi1-luciferase knock-in reporter, 24 h; 100% = twice the neutral-well signal; in the data active means activation above about 40%;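 further: 0% = median of the plate's neutral control wells and 100% = double that signal; a rise in the Bmi1 reporter signal indicates esBAF inhibition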
* hit, by the source's call; . = no result given; & = joins results of further samples; [ ] = remark or other dose. Outcome played no part in choosing rows; overall some 4% were active at least once.

SMILES	ARNT-TACC3 inh	ERp5 inh	miR-122 sensor	Cneo AK release	SIRT5 inh	Statin myotox sup	esBAF inh
COc1ccc(OCCn2ccnc2)cc1	-2	-1	4	2	-2	7	-4
COc1cc(/C=C2/C(=O)N(c3cccc(Br)c3)N=C2C)cc(OC)c1O	16	-1	.	2	2	15	0
COc1ccc(OC)c(NC(=S)N(CCc2c(C)[nH]c3ccccc23)Cc2cccs2)c1	3	2	8	1	1	-28	-11
O=C(NCc1ccoc1)c1ccc(NC(=O)c2ccccc2Cl)cc1	-12	.	0	0	.	-11	3
CNC(=O)c1cc(S(=O)(=O)NCc2ccncc2)ccc1OC	.	3	2	-1	-3	7	-9
COc1ccccc1CCNCc1ccc(OC)c(OCc2ccccc2)c1	6	.	-8	18	.	-38	2
CC1(C)CC(=O)C(N=Nc2cccnc2)=C(O)C1	7	10	-2	-2	2	-1	7
CC(=O)O[C@]1(C(C)=O)CC[C@H]2[C@@H]3C=C(C)C4=CC(=O)CC[C@@H]4[C@H]3CC[C@@]21C	4	-4	0	0	-1	1	4
O=C(C[C@@H]1C[C@H]2c3cc(NC(=O)Nc4ccccc4)ccc3O[C@H]2[C@@H](CO)O1)NCCN1CCCCC1	1	1	-1[16.7 µM]	19	0	-4	-1
COc1cc(/C=N/NC(=O)c2ccccc2NS(=O)(=O)c2cccs2)ccc1O	0	3	.	.	2	.	.
CCCCCn1c(=O)[nH]c2cc(C(=O)NC3CCN(Cc4ccccc4)CC3)ccc2c1=O	33	7	-3	-1	-8	-6	7
COc1ccc(COC(=O)CCc2cc(OC)c(OC)c(OC)c2)cc1F	4	-2	-5	-2	-2	29	-2
CO[C@H](CN(C)S(=O)(=O)c1ccc(Cl)cc1)[C@@H](C)CN(Cc1ccccc1Cl)[C@H](C)CO	-7	1	.	11	-1	-23	2
C[C@H](O)C#Cc1ccc([C@H]2[C@@H](CO)N3CCCCN(C(=O)c4ccc5c(c4)OCO5)C[C@@H]23)cc1	-2	0	-6[16.7 µM]	-1	-1	18	7
CCC1SC2=NC(C)=C(C(=O)OC)C(c3ccc(C(=O)OC)cc3)N2C1=O (stereo unspecified)	1	.	0	1	.	-4	-4
O=C(Nc1ccc2c(c1)OCO2)c1ccccn1	3	-2	7	-3	0	-26	23
O=S(=O)(Nc1ccc(-n2cnnn2)cc1)c1cccs1	.	0	.	0	1	-1	-3
COc1ccc(N(CC(=O)NCc2ccco2)C(=O)CCC(=O)Nc2nccs2)cc1	-5	-1	-2	-2	0	-75	0
CC(=O)Nc1cccc(NC(=O)C2C3C=CC(C3)C2C(=O)O)c1 (stereo unspecified)	-5	-1	-1	-3	-4	5	0
CCOc1ccc(-c2noc(CCCC(=O)NC3CCCCC3)n2)cc1OC	-4	2	.	0	.	-2	5
Nc1nc(NC(=O)CCCC(=O)O)nn1-c1ccccc1	35	.	0	2	.	7	-1
O=S1(=O)CCN(Cc2ccc(Cl)c(C(F)(F)F)c2)CC1	10	.	6	.	.	7	1
COc1ccc2ccccc2c1-c1sc(Nc2ccccc2)n[n+]1-c1ccc(F)cc1	20	-1	-16	0	.	10	-9
O=C(O)c1ccccc1C(=O)NCC(O)c1ccccc1 (stereo unspecified)	-5	11	.	.	-4	.	.
COc1ccc(C(=O)Nc2cccc(C)n2)cc1S(=O)(=O)N1CCCc2ccccc21	1	-7	36	3	1	-19	-6

Next part; it opens with the six that closed the last part.
SMILES	ARNT-TACC3 inh	ERp5 inh	miR-122 sensor	Cneo AK release	SIRT5 inh	Statin myotox sup	esBAF inh
CCOc1ccc(-c2noc(CCCC(=O)NC3CCCCC3)n2)cc1OC	-4	2	.	0	.	-2	5
Nc1nc(NC(=O)CCCC(=O)O)nn1-c1ccccc1	35	.	0	2	.	7	-1
O=S1(=O)CCN(Cc2ccc(Cl)c(C(F)(F)F)c2)CC1	10	.	6	.	.	7	1
COc1ccc2ccccc2c1-c1sc(Nc2ccccc2)n[n+]1-c1ccc(F)cc1	20	-1	-16	0	.	10	-9
O=C(O)c1ccccc1C(=O)NCC(O)c1ccccc1 (stereo unspecified)	-5	11	.	.	-4	.	.
COc1ccc(C(=O)Nc2cccc(C)n2)cc1S(=O)(=O)N1CCCc2ccccc21	1	-7	36	3	1	-19	-6
CC(C)NC(=O)N(C)C[C@@H]1OCCCC[C@H](C)Oc2ccc(NC(=O)Nc3ccc4c(c3)OCO4)cc2C(=O)N([C@H](C)CO)C[C@@H]1C	17	8	-10[16.7 µM]	1	-5	.	48*
CCN(Cc1cnn(C)c1)C(=O)c1ccc(OC2CCN(S(=O)(=O)N(C)C)CC2)cc1	-3	-4	.	.	-2	.	.
CC(OC(=O)Nc1cccc(Cl)c1)C(=O)O (stereo unspecified)	-10	1	.	1	4	-5	-4
CO[C@H]1CN(C)C(=O)c2cc(NC(=O)c3nc4ccccc4s3)ccc2OC[C@H](C)NC[C@H]1C	-2	0	.	2	1.9*	-7	0
COc1c(C)cc(C(O)c2ncc(-c3ccc4ccccc4c3)[nH]2)cc1C (stereo unspecified)	.	3	-1	3	6	6	3
N[C@H]1CC[C@@H](CCn2cc(-c3ccccn3)nn2)O[C@H]1CO	75*	0	1[16.7 µM]	-10	-3	5	4
COc1ccc(-c2sc3ccccc3c2-c2ccc(OCCN3CCCCC3)cc2)cc1	3	-2	3	1	-6	-19	-15
Cc1cncc(NCc2cccc(Cl)c2)n1	.	-1	6	0	.	-6	6
C[C@H]1CN([C@@H](C)CO)C(=O)c2cc(C#Cc3cccnc3)cnc2O[C@@H]1CN(C)Cc1cccnc1	1	1	1[16.7 µM]	12	-1	3	-1
C=CCNC(=O)COc1ccc(N(C)S(=O)(=O)c2ccc(NC(C)=O)cc2)cc1	5	0	4	1	-3	-7	-4
NNc1ncnc2scc(-c3ccc(Cl)cc3)c12	16	4	-4	5	-2	4	-7
COc1ccc(OC)c(-c2csc(NC(=O)Cc3cccs3)n2)c1	-3	6	37	-1	-10	-1	1
Cc1ccc(C)c(N(CC(=O)NCc2ccco2)C(=O)CNS(=O)(=O)c2ccccc2)c1	-8	0	-5	-1	0	-15	-8
COc1ccc(CNC(=O)Cn2c(=O)oc3cc(S(=O)(=O)N4CCCC4)ccc32)cc1	-3	3	-1	-1	-1	0	3
COCC1CCCN(C(=O)c2cc(COc3ccc4ncccc4c3)on2)C1 (stereo unspecified)	1	5	-9	-2	-1	-6	-17
Clc1ccc(OCc2cc(-c3ccccc3)no2)cc1Cl	4	6	.	.	-1	.	.
COc1ccc(S(=O)(=O)N2CCOCC2)cc1NC(=O)CSc1n[nH]c(=O)n1C1CC1	0	-4	1	4	-5	.	.
C[C@H]1CN([C@@H](C)CO)C(=O)c2cccc(NS(=O)(=O)c3ccc(F)cc3)c2O[C@H]1CN(C)S(=O)(=O)c1ccc(F)cc1	19	13	-5[16.7 µM]	1	-2	-14	0
Cc1cc2c(cc1S(=O)(=O)N(C)Cc1ccccc1)n(C)c(=O)c(=O)n2C	-1	1	-5	0	1	2	6
S=c1[nH]nc(-c2ccc3c(c2)OCO3)n1-c1ccccc1	.	.	0	0	.	3	0
CC(=O)c1cccc(NC(=O)c2cccc3c(-c4cnn(C)c4)coc23)c1	.	-2	9	0	-6	-6	19
COc1ccc(S(=O)(=O)N[C@@H]2CC[C@@H](CC(=O)N3CCc4ccccc4C3)O[C@@H]2CO)cc1	-30	2	.	5	-2	1	3
O=C(NCCOC(=O)c1ccccc1C(=O)OCCNC(=O)c1cccnc1)c1cccnc1	-29	.	-1	5	.	-1	-11
CCc1ccccc1NC(=O)C(C#N)Cc1cccnc1 (stereo unspecified)	-11	.	-5	4	.	.	1
COc1ccc(C2CC2/C(=N/O)c2ccccn2)cc1 (stereo unspecified)	39	1	.	.	-1	.	.

Next records follow:
SMILES	ARNT-TACC3 inh	ERp5 inh	miR-122 sensor	Cneo AK release	SIRT5 inh	Statin myotox sup	esBAF inh
COc1ccc2[nH]c(=O)c(C(c3nnnn3C3CCCC3)N3CCN(Cc4ccc5c(c4)OCO5)CC3)cc2c1 (stereo unspecified)	3	.	-19	1	.	-2	-5
CCCc1nc2ccccc2n1CCc1ccccc1	-13	-2	-2	33	1	.	.
CC(C)NC(=O)Nc1ccc2c(c1)C(=O)N([C@@H](C)CO)C[C@@H](C)[C@H](CN(C)C(=O)Nc1ccc(F)cc1)OCCCC[C@@H](C)O2	4	-2	4[16.7 µM]	-2	-4	.	2
O=C(CN(Cc1ccccc1)C(=O)c1cc2c(s1)CCC2)NCc1cccs1	1	.	59	0	.	5	5
C/C(=N\N=C(N)N)c1cc(Cl)ccc1Cl	8	2	.	.	-5	.	.
COc1ccc2nc(NC(=O)Cc3cccs3)sc2c1	0	.	4	-4	.	-15	34
NS(=O)(=O)c1cccc(NC(=O)COC(=O)CC2CC3CCC2C3)c1 (stereo unspecified)	-13	1	5	.	2	.	.
CCCCn1c(=O)c(CCC(=O)OCC(=O)Nc2cccc3ccccc23)nc2ccccc21	-3	2	7	1	1	.	.
O=C(CN(CCCN1CCOCC1)C(=O)Cn1nnc(-c2ccc(F)cc2)n1)NC1CCCCC1	-17	.	.	1	.	-10	-5
Cc1cc(C(F)F)n2ncc(C(=O)NCc3ccccc3C(F)(F)F)c2n1	-14	.	-6	-4	.	-3	2
C[C@H]1CN([C@@H](C)CO)C(=O)c2cccc(NC(=O)C3CCOCC3)c2O[C@@H]1CN(C)C(=O)Nc1ccccc1	-8	0	3[16.7 µM]	-1	-1	-21	7
C[C@@H]1CN([C@@H](C)CO)S(=O)(=O)c2ccc(-c3ccccc3)cc2O[C@@H]1CN(C)Cc1ccccc1C(=O)O	-5&-2	0&0&-3	23	-2&-2	2&0&0	7&-1&6	-3&2&0
Cc1cc(C)nc(/N=C(\N)Nc2ccc(OCc3ccccc3)cc2)n1	10	0	.	.	-4	.	.
CCCCOc1cccc(/C=C(\C#N)C(=O)NC2CC2)c1	-2	1	2	-1	-3	1	-8
CCC(=O)N[C@@H]1CC[C@@H](CCNS(=O)(=O)c2ccc(Cl)cc2)O[C@@H]1CO	-5	0	.	-1	-6	3	1
CCOC(=O)C1CCN(S(=O)(=O)c2cn(C)c(C)n2)CC1	-4	2	-5	0	2	.	.
O=C(CNC(=O)c1ccc(Br)o1)NNC(=O)c1ccc(Br)cc1	-1	-2	3	-1	-1	24	-4
Cc1ccc(CCNC(=O)C2CC(c3cc(C(F)(F)F)cc(C(F)(F)F)c3)=NO2)cc1 (stereo unspecified)	-3	.	-1	-1	.	24	-9
Fc1ccc([C@@H]2CCNC[C@H]2COc2ccc3c(c2)OCO3)cc1	16&10&21	4&-1&-8	-3&-4&-3	2&2&2	-5&-7&-6	-12&-12&-65	2&-7&-13
S=c1[nH]ncn1/N=C/c1ccccn1	30	.	36	0	.	-48	-4
CCOC(=O)CNC(=O)CN1C(=O)CCS(=O)(=O)c2ccccc21	-6	.	2	5	.	-4	-5
O=C(C[C@H]1CC[C@@H]2[C@H](COC[C@@H](O)CN2Cc2ccccc2)O1)NCCc1ccccc1	0	0	4[16.7 µM]	0	0	-2	-2
C[C@@H]1CN([C@H](C)CO)C(=O)Cc2cc(NC(=O)NC3CCCCC3)ccc2O[C@@H]1CN(C)Cc1ccc(Cl)c(Cl)c1	10	1	-14[16.7 µM]	54	-1	20	-7
CN1CCCN(C(=O)CSc2ccccc2)CC1	-2	-1	3	0	-4	-8	-1
O=C(NNC(=O)c1ccccc1F)c1ccc2nc[nH]c2c1	-2	-1	1	-2	1	0	10
C[C@@H]1CN([C@@H](C)CO)S(=O)(=O)c2ccc(-c3ccccc3F)cc2O[C@@H]1CN(C)Cc1cccnc1	-6	12	-49[16.7 µM]	-11	1	-26	-1
CCO[C@H]1OC(C(=O)N2CCCCCCC2)=C[C@@H](C)[C@@H]1CCCO	-6	3	.	-1	-2	-4	1
CCc1ccc(C(=O)NN(C(=O)c2ccc(CC)cc2)C(C)(C)C)cc1	2	-11	-1	1	-2	4	0
COc1ccc(/C=C/C(=O)NCC(=O)N/N=C(\C)Cc2ccccc2)cc1	13	1	.	.	2	.	.

Assay outcomes as filed in PubChem.
